# Rv3671c protease: inhibitors of M. tuberculosis serine protease Rv3671c | P9WHR9 | inhibition, % at 5.96 µM | actives 0.048% (n = 320,000) | AID 2606; in the data active = inhibition above about 38%;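 also: extracellular domain of Rv3671c used as enzyme; 0% = enzyme with DMSO and 100% = no enzyme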
# Target sequence (P9WHR9 whole entry, looked up, the tested form may be a part): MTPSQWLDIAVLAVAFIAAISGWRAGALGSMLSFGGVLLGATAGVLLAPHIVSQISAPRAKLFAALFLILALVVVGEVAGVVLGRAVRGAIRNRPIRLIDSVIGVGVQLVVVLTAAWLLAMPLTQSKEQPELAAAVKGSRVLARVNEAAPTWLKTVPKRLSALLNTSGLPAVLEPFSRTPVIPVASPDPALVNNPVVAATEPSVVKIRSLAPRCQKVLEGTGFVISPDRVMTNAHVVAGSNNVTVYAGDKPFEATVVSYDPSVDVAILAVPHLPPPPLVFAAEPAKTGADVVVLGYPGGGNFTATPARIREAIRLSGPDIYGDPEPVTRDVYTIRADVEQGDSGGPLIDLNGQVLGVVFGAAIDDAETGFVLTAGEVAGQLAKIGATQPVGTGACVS
# BioA inh: blocks M. tuberculosis BioA enzyme activity; inhibition, % at 9.99 µM; purified M. tuberculosis BioA enzyme, plate reader; actives 0.096% (n = 360,000); in the data active = inhibition above about 40%; inconclusive = no clear call, values can overlap the other calls
# GDH-TPI counter: counter-screen for M. tuberculosis FBA inhibitors: GDH-TPI coupled enzymes; AID 588335; inhibition, % at 4.8 µM; GDH-TPI coupled enzyme counterscreen, NADH absorbance; actives 1.2% (n = 360,000); in the data active = inhibition above about 30%;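 also: 0% = DMSO wells and 100% = wells lacking the enzyme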
# PrPC surface inh: cell surface PrPC inhibition, primary TR-FRET screen; inhibition, % at 13.8 µM; P04156; TR-FRET read-out; AID 720596; actives 0.43% (n = 370,000); in the data active = inhibition above about 24%; also: 0% = median of the test wells and 100% = reference compound wells
# MazEF act: activators of E. coli MazEF toxin-antitoxin RNase. P0AE70. FAM/BHQ RNA-DNA oligo cleavage fluorescence, 5 h. activation, % at 20 µM. actives 0.32% (n = 350,000). AID 504720; in the data active = activation above about 50%
# Target sequence (P0AE70 whole entry, looked up): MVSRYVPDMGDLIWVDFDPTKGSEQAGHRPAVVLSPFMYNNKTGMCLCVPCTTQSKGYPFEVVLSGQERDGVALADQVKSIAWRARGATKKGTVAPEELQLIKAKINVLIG
# FadD28 FP inh: blocks FadD28 binding to the bisubstrate probe; actives 0.22% (n = 360,000); fluorescence polarization; inhibition, % at 12.5 µM; in the data active = inhibition above about 8.5%, passing the limit was not always enough; inconclusive = no clear call, values can overlap the other calls
# FBA Mtb inh: inhibits M. tuberculosis FBA enzyme | purified M. tuberculosis FBA, fluorescence read-out | actives 2.3% (n = 360,000) | P9WQA3 | inhibition, % at 1 µM; in the data active = inhibition above about 27%;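 also: 0% = vehicle and 100% = reference inhibitor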
# Target sequence (P9WQA3 whole entry, looked up): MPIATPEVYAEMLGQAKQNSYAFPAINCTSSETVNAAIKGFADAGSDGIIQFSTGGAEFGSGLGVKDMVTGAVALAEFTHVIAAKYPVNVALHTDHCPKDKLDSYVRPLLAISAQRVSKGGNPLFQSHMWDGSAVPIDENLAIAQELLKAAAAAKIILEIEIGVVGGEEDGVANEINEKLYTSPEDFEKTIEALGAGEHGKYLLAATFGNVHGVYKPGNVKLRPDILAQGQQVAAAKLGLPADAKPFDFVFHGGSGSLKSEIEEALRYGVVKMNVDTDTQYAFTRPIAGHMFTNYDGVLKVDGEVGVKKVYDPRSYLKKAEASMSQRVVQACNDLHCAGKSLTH
# Mtb UGM inh: Mtb UDP-galactopyranose mutase inhibition | inhibition, % at 10 µM | actives 0.06% (n = 320,000) | purified UGM, fluorescence polarization probe displacement | AID 504406; in the data active = inhibition above about 10%, passing the limit was not always enough; inconclusive = no clear call, values can overlap the other calls
# BoNT F protease: BoNT F light chain protease inhibition | inhibition, % at 10 µM | actives 0.22% (n = 360,000) | AID 588497 | Multiplex microsphere protease cleavage assay, flow cytometry; in the data active = inhibition above about 35%, passing the limit was not always enough; inconclusive = no clear call, values can overlap the other calls; also: plate controls were buffer without enzyme for full effect and enzyme alone for no effect
# * marks the source's active call; other numbers are inactive results; ? = inconclusive; nt = not tested or not shown; + = active, no number.
# Under each structure – Rv3671c protease, BioA inh, GDH-TPI counter, PrPC surface inh, MazEF act, FadD28 FP inh, FBA Mtb inh, Mtb UGM inh, BoNT F protease
CC(C)N1C(=O)C(=O)N(CC(=O)N2c3ccccc3NC(=O)CC2C)C1=O (stereo unspecified)
  nt, 0.0, -5, -5, 0, 0.5, -1, nt, 10
O=C(NCCCN1CCOCC1)c1onc(CSc2nc3ccccc3[nH]2)c1C(=O)NCCCN1CCOCC1
  -11, 1.1, -3, 7, -14, -3.6, 2, 3.6, 0
CC(=O)Nc1cncc(-c2cccc(N(C)C)c2)n1
  nt, -1.1, 17, -3, nt, -0.4, 3, nt, 0
C#CCSc1n[nH]c(=O)n1-c1cccc(C(F)(F)F)c1
  -1, nt, 7, 0, 3, -4.0, 1, -4.9, -1
CCc1nnc(NC(=O)CSc2nnc(-c3ccccc3O)n2CC)s1
  5, -0.5, -2, -1, -3, 0.8, 0, nt, -3
Cc1sc(NC(=O)CN(Cc2ccc(F)cc2)C(=O)C(C)C)c(C(N)=O)c1C
  10, -1.5, 5, 1, -1, -2.5, 1, 0.1, -2
Cc1ccn2c(NC3CCCC3)c(-c3ccccn3)nc2c1
  5, 10, 24, 12, 8, -1.8, 7, -2.5, 6
COc1ccc(NC(=O)CCC(=O)N/N=C/c2cn(C)nc2C)cc1
  -3, -1.6, 0, 11, 1, -1.4, 1, -0.2, nt
CCCCC(NC(=O)c1ccc(C#N)cc1)C(=O)NCCC (stereo unspecified)
  5, -0.7, 5, -5, 3, -0.1, 0, -0.9, -6
CCOc1ccc(-c2noc([C@@H]3O[C@H](CO)[C@@H](O)[C@H]3O)n2)cc1
  nt, -0.8, 4, 11, nt, -0.6, 0, nt, 1
O=C(CSc1nnc(CNC(=O)c2c(F)cccc2F)o1)NCCc1ccccc1
  -3, 1.4, 2, -3, 3, -0.4, 0, 1.2, -1
CCc1c(C)[nH]c2nc3ccccc3n2c1=O
  -5, 0.0, 4, -3, 8, -0.4, 21, 5.5, 14
COCC(C)n1c(SC(C)C(=O)NC2CCCCC2C)nc2ccccc2c1=O (stereo unspecified)
  2, -0.8, -3, -1, 7, -4.3, -1, -0.4, 14
CC(c1ccco1)N(C(=O)Nc1ccccc1)C1CCCCC1 (stereo unspecified)
  2, 0.2, -3, 6, -3, -1.1, -1, 0.1, -2
OC(CN1CCN(c2cccc(C(F)(F)F)c2)CC1)c1c[nH]c2ccccc12 (stereo unspecified)
  -2, 1.2, -4, -7, -2, -4.5, -8, 0.0, 1
CSc1ccccc1NC(=S)Nc1ccccc1C(F)(F)F
  -5, 0.2, -5, -3, -13, -3.3, 0, -0.3, 1
Cc1ccc(S(=O)(=O)N2CCCC(C(=O)NCc3ccccc3F)C2)cc1 (stereo unspecified)
  7, -0.2, 8, 2, 0, 0.4, 0, 0.0, 1
COc1ccc2c(=O)c(-c3ccc(C)cc3)c(-c3ccccc3)oc2c1
  nt, -0.6, 14, -6, 16, -1.8, 2, nt, -10
COc1ccc(-c2c(C)nn3c(C)cc(C)nc23)cc1
  -2, 3.3, 14, -7, 2, -1.9, -2, -0.7, ?
CCOC(=O)C(N=Nc1nn[nH]n1)C(C)=O (stereo unspecified)
  nt, -0.6, 18, -10, 6, -5.6, -3, nt, 3
O=C1NC(=O)N(Cc2ccccc2)C(=O)/C1=C\N1CCCc2ccccc21
  -17, nt, 0, 2, -16, -1.0, 1, -2.1, 2
Cc1cc(C(=O)N/N=C/c2cn(C)nc2C)c2ccccc2n1
  1, 3.4, 3, 10, 7, -5.1, -2, -1.6, 2
COc1ccc(C2SCC(=O)N2CCc2ccc(OC)c(OC)c2)cc1 (stereo unspecified)
  5, nt, 1, 13, -7, -2.4, -2, -0.3, -3
COc1ccc(CC(=O)N2CCc3cc(OC)c(OC)cc3C2O)cc1OC (stereo unspecified)
  -3, -1.1, 0, -2, 6, -3.0, 1, 0.6, ?
O=C(CN1CCN(CC(=O)Nc2ccc(Cl)cc2)CC1)Nc1ccc(F)cc1
  -14, 0.6, 5, -3, 8, 0.4, 5, 0.5, 7
CCn1c(CCn2c3ccccc3c3ccccc32)n[nH]c1=S
  -1, -1.4, 11, 1, -9, -1.6, 4, 3.6, -9
CCc1ncc(C(O)c2cccc3ccccc23)n1C (stereo unspecified)
  0, -1.1, 3, -3, 3, -2.1, 2, -2.0, -1
COc1ccc(-c2ccc3ccccc3n2)cc1OC
  -7, nt, 9, -7, 0, -5.2, 14, 4.2, -2
Cc1ccc(S(=O)(=O)N2CCOCC2)cc1NC(=O)COC(=O)c1n[nH]c(=O)c2ccccc12
  -8, nt, -4, -2, 4, -1.7, 5, -0.2, -2
CCCCN1C2=NCCCN2c2ccccc21
  -5, -1.5, -7, -8, 6, -2.8, 1, -1.6, -9
COc1ccc(CC2C(=O)NC(C)C(=O)N(C)C3C(=O)N(C)C(Cc4ccc(O)c(c4)Oc4ccc(cc4)C3O)C(=O)NC(C)C(=O)NC(C)C(=O)N2C)cc1 (stereo unspecified)
  nt, nt, 1, 87*, 14, -2.8, -3, nt, -3
C/C(=N\NC(=O)C1CC1)c1ccc(C)c(C)c1
  nt, 1.0, -10, 1, -3, -2.2, 3, -0.6, -3
CSc1ccc(Cl)c(C(=O)NC2CCCC2)c1
  -7, -2.5, 3, 9, 1, -0.1, -5, -0.5, -11
Cc1ccnc(NC(=O)CCc2c(C)nc3ncnn3c2C)c1
  0, -0.4, -10, -9, 0, -0.5, 6, 0.1, 2
Cc1nnc(SCC(=O)NC2CCCCC2)s1
  -2, nt, -1, 0, 2, -3.5, -3, 0.0, -1
CC(=O)c1cccc(NC(=O)/C=C/c2ccc([N+](=O)[O-])s2)c1
  nt, nt, 2, -3, 17, -2.3, 2, nt, 0
O=[N+]([O-])c1ccc(CN2CCN(c3ccc(Cl)cc3)CC2)o1
  -2, 0.3, 9, -9, 13, 1.8, 0, 1.5, -24
COc1ccc(C2NC(=O)C(=O)/C2=C(\O)c2ccc(Cl)cc2)cc1OC (stereo unspecified)
  2, nt, 0, -1, -2, -3.2, -7, -0.3, -9
Cc1cc([N+](=O)[O-])ccc1NS(=O)(=O)c1ccccc1
  nt, 0.4, 19, 2, -4, -1.9, -9, nt, 0
COc1ccc(-c2cc(C)no2)cc1S(=O)(=O)Nc1cccc(CN2CCCC2)c1
  -14, -0.5, 5, -6, -10, -1.6, -5, -4.5, 14

# 3 consecutive entries out of the list so far:
# Under each structure – Rv3671c protease, BioA inh, GDH-TPI counter, PrPC surface inh, MazEF act, FadD28 FP inh, FBA Mtb inh, Mtb UGM inh, BoNT F protease
COc1ccc(C2NC(=O)C(=O)/C2=C(\O)c2ccc(Cl)cc2)cc1OC (stereo unspecified)
  2, nt, 0, -1, -2, -3.2, -7, -0.3, -9
Cc1cc([N+](=O)[O-])ccc1NS(=O)(=O)c1ccccc1
  nt, 0.4, 19, 2, -4, -1.9, -9, nt, 0
COc1ccc(-c2cc(C)no2)cc1S(=O)(=O)Nc1cccc(CN2CCCC2)c1
  -14, -0.5, 5, -6, -10, -1.6, -5, -4.5, 14

# Next results:
# Under each structure – Rv3671c protease, BioA inh, GDH-TPI counter, PrPC surface inh, MazEF act, FadD28 FP inh, FBA Mtb inh, Mtb UGM inh, BoNT F protease
O=C(Nc1cc(C(F)(F)F)ccc1Cl)c1cc2nc3c(c(C(F)(F)F)n2n1)CCCC3
  3, -1.0, -12, -5, -4, -4.6, -9, -2.7, -16
O=[N+]([O-])c1ccc(N2CCN(CCO)CC2)cc1Sc1nc2ccccc2[nH]1
  14, nt, 16, -29, 14, -2.3, -16, 2.5, 1
CCN(CC(=O)Nc1ccc(C#N)cc1)CC(=O)Nc1ccc2c(c1)OCCO2
  nt, 2.1, 1, -6, 8, -2.1, -4, nt, 0
CSc1cccc(NC(=S)N(CCCN2CCCC(C)C2)Cc2cccs2)c1 (stereo unspecified)
  -13, nt, 0, -3, -7, -4.0, 0, -1.6, 3
CC#CCCCC(=O)Nc1ccc(C(=O)O)cc1
  -5, -1.1, 14, 0, -1, -1.9, -4, 2.3, 4
CCCCN(C)C(=O)Cn1nc(Cc2ccncc2)c2ccccc2c1=O
  -16, -2.1, 3, -6, 10, 0.2, 4, -0.2, -9
CCOC(=O)c1c(-c2ccc(C)o2)csc1NC(=S)NC(=O)c1ccccc1Br
  -49, -1.1, 11, 15, 4, -0.7, 0, 0.1, -4
COc1cc(C(=O)NCCSc2ccc(Br)cc2)cc(OC)c1OC
  -3, nt, 11, 0, 0, -4.3, -1, 2.2, -74
CCOC(=O)c1c(NC(=O)CSc2nnc(-c3c[nH]c4ccccc34)n2CC)sc2c1CCCC2
  0, -2.2, 3, -3, -20, -1.8, -1, -1.1, -4
Cc1cccc(NC(=O)C2CCN(C(=O)c3ccc(Cl)cc3)CC2)n1
  0, 0.0, -21, -5, 4, -2.9, -3, -0.9, -7
Cc1cc(Cl)ccc1C(=O)C1CCCN(C(=O)c2cccc(N3CCCC3=O)c2)C1 (stereo unspecified)
  -1, 6.8, 6, 6, 2, -4.8, -6, -1.9, -5
CSc1ccc(C(=O)C2CCCN(C(=O)c3cc(C)n(C)n3)C2)cc1 (stereo unspecified)
  -4, 4.4, 10, 9, 1, -0.6, 8, -1.2, -3
CCOC(=O)c1ccc(NC(=O)COc2ccccc2CNCCc2ccccc2)cc1
  1, nt, -8, -18, 10, -5.1, 5, -2.3, -23
COc1ccc(SCCc2nnc(-c3ccccc3)o2)cc1
  0, -0.7, 3, -5, -4, nt, 0, 0.5, 4
O=C(O)c1cccc(CSc2nnc(-c3ccc(Cl)cc3)o2)c1
  -6, -0.6, -3, 2, 0, -2.2, 0, 0.8, -3
Cc1ccc2nc(C3CCCN3Cc3nc(CCC(C)C)no3)[nH]c2c1 (stereo unspecified)
  -4, nt, 2, 12, 12, -5.3, -1, -0.3, -9
Cc1nnc(Sc2cc(C(=O)NCc3ccco3)c3ccccc3n2)s1
  -3, 2.3, 4, -14, 0, -2.5, 3, 0.3, -14
CC(=O)c1ccc(Sc2nnnn2-c2ccccc2)c([N+](=O)[O-])c1
  1, nt, 11, -10, 1, -0.6, -2, 2.0, 11
COC(=O)C1=C(c2ccc(OCc3ccccc3)cc2)C[C@@H]2CC[C@H]1N2C(=O)NCc1ccccc1OC
  nt, -2.0, -1, 10, 2, -0.6, 0, nt, -3
Cc1cc(Cl)ccc1NC(=O)Cn1cncn1
  -4, -3.2, 2, 6, -9, -2.5, 1, 3.7, 3
CCn1c(=O)c2cc(C(=O)N(C)CC(OC)OC)sc2c2ccccc21
  -10, -0.4, 21, 2, 13, -0.7, 35*, -2.3, 3
CCN1CCN(CCCNC(=O)c2cc3cc4ccc(OC)cc4nc3o2)CC1
  -3, 0.3, 25, nt, 7, -5.0, +, -1.0, ?
CC(=O)Nc1sc(N/N=C\c2ccccc2)nc1-c1cccs1
  -3, nt, 13, -3, 6, ?, 0, 1.7, -11
Nc1nc(SCc2ccc(Br)cc2)c2ncn(C3OC(CO)C(O)C3O)c2n1 (stereo unspecified)
  nt, 5.1, 2, 2, 2, -6.8, -5, nt, 9
S=C(NCCC1=CCCCC1)NCc1ccco1
  4, nt, 2, 8, 7, -0.8, 1, -0.1, -6
COCCNC(=O)C(c1ccc(C)o1)N(C(=O)c1snc(C(N)=O)c1N)c1ccc(C)c(C)c1 (stereo unspecified)
  8, -1.0, 24, -8, -1, -1.6, 3, 0.2, 0
CC(C)(C)c1cc(OC(=O)c2ccncc2)ccc1O
  -10, -0.4, -10, 1, 3, -4.2, 0, -5.0, ?
Cc1ccc(S(=O)(=O)N2C[C@H]3[C@H]4C(=O)N(Cc5ccccc5)C(=O)[C@H]4CC(=O)[C@H]3[C@@H]2c2ccccc2F)cc1
  nt, -1.7, nt, 0, nt, -2.9, -1, nt, 3
CN(NC(=O)c1ccc(Cl)cc1)c1nc(-c2ccccc2)nnc1C(F)(F)F
  -5, 0.6, 5, -1, 11, -2.3, -1, -0.3, -6
Cc1nnc(NC(=O)C2CCCN(S(=O)(=O)Cc3ccccc3)C2)s1 (stereo unspecified)
  5, 0.1, -1, -3, -2, -3.2, -1, 4.5, 5
O=C(COC(=O)CNC(=O)c1ccc(Cl)cc1Cl)NCC1CCCO1 (stereo unspecified)
  5, nt, 3, 4, 2, -1.3, 0, 3.5, 1
COC(=O)CC(CP(=O)(O)CN(C)C=O)C(=O)OC (stereo unspecified)
  1, nt, -2, 2, -1, -3.1, 0, 1.7, 0
O=C1C=C(NCCNc2c(F)c(F)c(CO)c(F)c2F)CCC1
  0, -4.7, 6, 1, 1, 0.4, 1, 0.0, -6

# From PubChem BioAssay
